# Screening data: PubChem, National Center for Advancing Translational Sciences (NCATS)
# Menin-MLL TR inh: menin-MLL binding inhibition, Texas Red mutant peptide. Menin + Texas Red MLL mutant peptide, fluorescence polarization. actives 0.23% (n = 270,000). Potency, µM (top dose mostly 61.6 µM), inactives show at the top dose FP activity change, negative = inhibition, actives largely listed as inhibitors; active = well fitted inhibition curve with a large enough effect in the polarisation, with a control signal flat, not every such curve was filed as active; inconclusive = small, poorly fitted or top-dose-only effect, or effect the other way, or a change in a side signal; inactive = no such curve, though single readings can be large or run the other way; the % refers to the polarisation; also: potency is read from the fitted curve at half-maximal effect; % of control where 0% means no effect; many of its hits are not listed in these tables
# A-T KAP1 phos: candidate therapy for ataxia-telangiectasia; […] A-T fibroblasts, KAP-1 phosphorylation AlphaLISA; neocarzinostatin DNA damage 30 min before lysis; Potency, µM (top dose mostly 57.5 µM), for the others: at the highest dose activation, actives largely listed as activators; actives 0.19% (n = 320,000); also: potency is read from the fitted curve at half-maximal effect; % of control where 0% means no effect; nearly all actives have a fitted effect of over 45% in size
#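 ATM-like activity read as KAP-1 phosphorylation via AlphaLISA donor/acceptor antibody pairs after lysis and 6 hr at 25C. Cells were ATM-null patient fibroblasts ([…], hTERT), dosed 60 min, then exposed to the DSB inducer NCS for 30 min.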
# TCR activator: activates T cell receptor signaling | Potency, µM (series often up to 9.22 µM), inactives show at the top dose activation of IL-2 secretion, actives largely listed as activators | AID 504894 | primary human leukocytes, anti-CD3, IL-2 HTRF, 48 h | 330,000 tested, under 10 active; also: % of control where 0% means no effect
#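 Primary human leukocytes were stimulated with a-CD3 beads plus compounds for 48 hr without co-stimulation; secreted IL-2 was quantified by HTRF using a-IL-2-K (europium cryptate) and a-IL-2-d2, excited at 320nm with acceptor emission read at 665nm.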
# Integrin act MD: activates integrin-mediated alleviation for muscular dystrophy; alpha7betagal myoblasts, beta-gal FDG fluorescence, 48 h; actives 0.064% (n = 350,000); Potency, µM (top dose mostly 38.3 µM), without a hit: at the top dose activation, actives largely listed as activators;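 also: potency is read from the fitted curve at half-maximal effect; 100% = response of the positive control SU9516; nearly all actives have a fitted effect of over 60% in size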
#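 Alpha7betagal+/- myoblasts (passage 13) were plated 16-24 hr, then exposed to compounds (1:260 dilution of DMSO stock) for 48 hours at 37C. After MPER lysis, β-galactosidase reporter activity was read as FDG fluorescence (ex 480/em 540) after 30 minutes.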
# TSG101-PTAP inh: blocks PTAP/TSG101 interaction to inhibit HIV-1 budding. Q99816. Fluorescence polarization, FITC-PTAP peptide / Tsg101 binding. Potency, µM (titrated, usually from 115 µM), for the others: at the top dose activity change, negative = inhibition, usual class: inhibitors. 340,000 tested, under 10 active; active = well fitted inhibition curve with a large enough effect in the main read-out, with a control signal flat, not every such curve was filed as active; inconclusive = small, poorly fitted or top-dose-only effect, or effect the other way, or a change in a side signal; inactive = no such curve, though single readings can be large or run the other way; also: potency is read from the fitted curve at half-maximal effect; % of control where 0% means no effect
# Target sequence (Q99816 whole entry, looked up): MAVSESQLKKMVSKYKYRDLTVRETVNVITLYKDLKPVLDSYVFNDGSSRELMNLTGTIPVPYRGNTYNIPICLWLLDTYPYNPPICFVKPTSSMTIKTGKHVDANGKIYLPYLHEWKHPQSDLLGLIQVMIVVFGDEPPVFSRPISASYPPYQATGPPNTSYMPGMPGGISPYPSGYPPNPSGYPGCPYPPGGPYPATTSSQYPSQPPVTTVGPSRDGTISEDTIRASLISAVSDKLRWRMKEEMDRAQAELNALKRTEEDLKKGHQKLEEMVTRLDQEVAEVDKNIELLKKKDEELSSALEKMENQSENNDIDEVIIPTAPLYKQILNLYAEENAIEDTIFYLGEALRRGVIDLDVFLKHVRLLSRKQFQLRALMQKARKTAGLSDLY
#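 Fluorescence polarization binding of Tsg101 binding domain (10 uM final) to FITC-labeled PTAP peptide (50 nM final) in HEPES pH 7.5 buffer with NaCl, Tween 20, EDTA, TCEP. Compounds added before peptide; binding 20 min at RT.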
# ASM inhibitor: inhibitors of human secretory acid sphingomyelinase | P17405 | placental ASM, HMU-PC fluorogenic substrate, 60 min | Potency, µM (doses to about 57.5 µM), for the others: at the highest dose activity change, negative = inhibition, actives largely listed as inhibitors | actives 0.006% (n = 340,000); also: potency is read from the fitted curve at half-maximal effect
# Target sequence (P17405 47-631 limits assumed): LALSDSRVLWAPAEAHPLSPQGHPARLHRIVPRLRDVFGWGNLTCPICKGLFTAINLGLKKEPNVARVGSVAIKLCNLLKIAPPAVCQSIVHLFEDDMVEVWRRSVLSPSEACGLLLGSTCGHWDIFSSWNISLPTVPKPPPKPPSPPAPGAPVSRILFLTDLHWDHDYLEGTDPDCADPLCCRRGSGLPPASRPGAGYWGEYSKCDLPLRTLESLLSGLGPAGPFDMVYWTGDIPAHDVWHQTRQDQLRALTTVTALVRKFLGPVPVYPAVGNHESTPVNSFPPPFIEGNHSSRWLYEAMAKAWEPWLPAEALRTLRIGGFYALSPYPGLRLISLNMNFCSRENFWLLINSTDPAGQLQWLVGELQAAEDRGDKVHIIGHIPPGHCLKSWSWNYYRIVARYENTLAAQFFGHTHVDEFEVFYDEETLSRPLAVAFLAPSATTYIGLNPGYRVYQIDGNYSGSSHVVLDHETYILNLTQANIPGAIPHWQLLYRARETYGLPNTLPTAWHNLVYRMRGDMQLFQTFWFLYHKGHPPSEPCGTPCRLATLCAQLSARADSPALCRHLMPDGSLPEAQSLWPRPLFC
#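 Fluorescence read-out (Ex 386 nm, Em 447 nm) after stopping the reaction at pH 10. Enzyme: ASM from human placenta; substrate HMU-PC0, 9 uM final; 60 min, 37 °C. Compound preincubation 10 min, ambient temperature.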
# CXXC DNA block: MLL CXXC-DNA interaction inhibition | actives 0.037% (n = 290,000) | MLL-CXXC / FITC-HOXA9 DNA fluorescence polarization | Q03164 | Potency, µM (series often up to 115 µM), for inactives: at the highest dose activity change, negative = inhibition, most hits filed as inhibitors; active = well fitted inhibition curve with a large enough effect in the polarisation, with a control signal flat, not every such curve was filed as active; inconclusive = small, poorly fitted or top-dose-only effect, or effect the other way, or a change in a side signal; inactive = no such curve, though single readings can be large or run the other way; the % refers to the polarisation; also: potency is read from the fitted curve at half-maximal effect
#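 Fluorescence polarization: 7 uM MLL-CXXC (stock) preincubated 5 min with compounds, then 50 nM fluorescein-HOX-A9 DNA (stock) added; 30 min ambient. Buffer 50 mM Tris-HCl pH 7.5, 50 mM NaCl, 1 mM DTT, 0.05% BSA.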
# TSHR antag: blocks TSH signaling through the human TSH receptor; AID 504810; activity change, negative = inhibition, % at 11.5 µM; P16473; actives 0.2% (n = 330,000); TSHR-expressing cells, TSH-stimulated cAMP HTRF, 2 h; hits give low values;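 active = activity change below a set negative limit, meaning inhibition stronger than a set level, cut at about -70% in these data; inconclusive = activity change between two set negative limits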; also: % is scaled to controls: 0 for no effect and ±100 for the full control effect
#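 Freshly harvested TSHR cells receive pin-tooled compound, then EC80 TSH at 4nM final. After 2 hours at 37 deg C, antibody in lysis buffer and cAMP-d2 are added; 30 minutes at ambient temperature precede the HTRF read.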
# MBNL1 CUG block: inhibitors of human MBNL1 binding to CUG repeat RNA. TR-FRET MBNL1-His/biotin-(CUG)12 binding, 665/545 ratio. Q9NR56. actives 0.036% (n = 280,000). Potency, µM (doses to about 57.5 µM), inactives show at the highest dose activity change, negative = inhibition, hits mostly inhibitors; active = well fitted inhibition curve with a large enough effect in the signal ratio, with a control signal flat, not every such curve was filed as active; inconclusive = small, poorly fitted or top-dose-only effect, or effect the other way, or a change in a side signal; inactive = no such curve, though single readings can be large or run the other way; the % refers to the signal ratio; also: potency is read from the fitted curve at half-maximal effect; % is scaled to controls: 0 for no effect and ±100 for the full control effect
#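 Ratiometric TR-FRET (665 over 545 nm, excitation 340 nm) tracks disruption of MBNL1-His/biotin-(CUG)12 complex after 60 min at room temperature, with compounds at 92 nM to 58 uM final.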
# Mito fusion act: blocks mitochondrial division or promotes mitochondrial fusion; Potency, µM (series often up to 46.1 µM), inactives show top-dose growth rescue (activation), actives largely listed as activators; actives 0.23% (n = 320,000); S. cerevisiae fusion-defective mutant growth rescue, CellTiterGlo 48 h;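 also: potency is read from the fitted curve at half-maximal effect; % of control where 0% means no effect; nearly all actives have a fitted effect of over 45% in size; temperature-sensitive fusion mutants such as fzo1-1 at 37 °C on non-fermentable ethanol glycerol medium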
#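 Luminescent cell viability in 1536-well qHTS format served as the measure of rescued growth in ts fusion-mutant S. cerevisiae cultured on non-fermentable YPEG for 48 hours at 37C.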
# Numbers without * were called inactive; u = inconclusive; x = not tested or not shown; [ ] = dose if it differs, or a comment. Unless noted, calls follow the shape of the dose curve; as a rule, active = well fitted curve in the direction sought with a large enough effect; inconclusive = small, poorly fitted or top-dose-only effect, or another doubt; inactive = no such curve, though single readings can be large; an effect the other way counts as inactive or inconclusive. The list is partial, so the mix of outcomes need not match the whole.
SMILES,Menin-MLL TR inh,A-T KAP1 phos,TCR activator,Integrin act MD,TSG101-PTAP inh,ASM inhibitor,CXXC DNA block,TSHR antag,MBNL1 CUG block,Mito fusion act
COCCn1c(=NC(=O)CSCC(=O)N2CCOCC2)sc2ccccc21,x,4%,-1%,-2%,-1%,1%,26%,-13,-8%,-2%
O=C(O)CCCN1C(=O)/C(=C/c2cn(-c3ccccc3)nc2-c2cccs2)SC1=S,u,-1%,-3%,-59%[inhibitor],u,-15%,u,9,20%,3%
CCS(=O)(=O)Nc1cccc(C(=O)O)c1,x,-6%,-15%,u,0%,4%,-7%,0,-8%,2%
COc1ccc(C2C(C#N)=C(N)Oc3c2c(C)nn3-c2ccccc2)cc1Cn1nc(C)c([N+](=O)[O-])c1C (stereo not drawn),u,8%,-11%,0%,-2%,-13%,-9%,14,u,2%
O=C(/C=C/c1ccco1)NCCc1ccccc1,0%,3%,-2%,-4%,-4%,-2%,1%,4,8%,9%
COc1ccc(Cl)cc1NS(=O)(=O)c1c(C)nc2sccn2c1=O,-19%,5%,-2%,-2%,0%,9%,2%,13,-6%,-1%
CCn1c(SCC(=O)N/N=C/C=C/c2ccco2)nnc1-c1ccccc1,-2%,-4%,4%[46.1 µM],-10%,0%,0%,58%[activator],1,u,-2%
NC(CCC(=O)O)C12CC3CC(CC(C3)C1)C2 (stereo not drawn),-6%,0%,13%,30%,-5%,-1%,0%,3,-10%,1%
Nc1cc(=O)[nH]c(SCc2ccccc2Cl)n1,u,4%,12%,8%,0%,2%,-7%,-3,u,2%
CC1(C)Cc2c(sc(NC(=O)C(=O)N3CCCC3)c2C#N)CO1,12%,-8%,-3%,-27%,-2%,4%,1%,-6,2%,-1%

# Some entries already given, reduced to MBNL1 CUG block:
smiles	MBNL1 CUG block
Nc1cc(=O)[nH]c(SCc2ccccc2Cl)n1	u
NC(CCC(=O)O)C12CC3CC(CC(C3)C1)C2 (stereo not drawn)	-10%

# Returning to the listing with the two entries that preceded the break.
SMILES,Menin-MLL TR inh,A-T KAP1 phos,TCR activator,Integrin act MD,TSG101-PTAP inh,ASM inhibitor,CXXC DNA block,TSHR antag,MBNL1 CUG block,Mito fusion act
Nc1cc(=O)[nH]c(SCc2ccccc2Cl)n1,u,4%,12%,8%,0%,2%,-7%,-3,u,2%
CC1(C)Cc2c(sc(NC(=O)C(=O)N3CCCC3)c2C#N)CO1,12%,-8%,-3%,-27%,-2%,4%,1%,-6,2%,-1%
CSCC[C@H](NC(=O)Nc1cccc(C(F)(F)F)c1)C(=O)O,2%,-4%,-3%,8%,-4%,2%,-2%,18,-2%,-4%
COCCCn1c(SCC(=O)NCc2ccccc2)nc2ccccc2c1=O,16%,4%,0%[46.1 µM],-20%,-10%,-1%,1%,22,-2%,3%
Cc1ccccc1CN1CCN(S(=O)(=O)c2ccc(F)cc2)CC1,0%,6%,0%[46.1 µM],-12%,-2%,-2%,3%,3,11%,7%
COc1ccc(Cl)cc1C(=O)Nc1ccncc1,11%,-2%,x,17%,-1%,-2%,-11%,0,0%,-2%
COc1cc(C)c(Cl)cc1S(=O)(=O)NCCN1CCOCC1,4%,0%,0%,29%[7.66 µM],-10%,5%,1%,12,-7%,-3%
CN1C(=O)NC(c2ccc(O)cc2)C(C(=O)c2cccs2)C1(O)C(F)(F)F (stereo not drawn),-10%,0%,4%,9%,0%,0%,12%,0,-9%,9%
O=C(Nc1ccc(OC(=O)c2cccnc2)cc1)c1cccnc1,-5%,-2%,x,9%,-4%,1%,43%[activator],-5,-10%,-1%
N#Cc1ccc(C(=O)N2CCN(S(=O)(=O)c3ccc(Cl)s3)CC2)cc1,x,0%,-1%,-17%,-6%,3%,x,-4,x,1%
CCOc1ncccc1C(=O)Nc1nnc(C)s1,0%,-9%,-1%,u,-1%,2%,16%,7,-3%,-1%
CCOC(=O)c1ccc(N2NC(=O)/C(=C/c3ccc(OC(=O)c4ccco4)c(OC)c3)C2=O)cc1,u,-1%,9%[46.1 µM],x,x,x,u,10,-1%,-6%
O=C(CN1C(=O)c2ccc([N+](=O)[O-])cc2C1=O)Nc1nccs1,1%,-1%,-20%,-6%,0%,0%,20%,-6,u,3%
CN(C(=O)CSc1ncnc2sccc12)C1CCCCC1,x,-2%,-1%,6%,-4%,0%,x,-14,x,5%
COC(=O)Cc1ccc(NC(=S)NCCSc2ccc(C)cc2)cc1,27%,-3%,-4%,-14%,-23%,-1%,2%,-2,-6%,-7%
Cc1ccc(NC(=O)NC2(C(=O)NCc3ccco3)CCCCC2)cc1,u,4%,-7%,-7%,-5%,-1%,4%,4,-3%,-2%
Cc1ccc(NC(=O)Cn2c3ccc(F)cc3c3nc4n(c(=O)c32)CCS4)cc1F,14%,2%,x,15%,1%,42%,-9%,-11,-9%,2%
COc1cc(C(=O)OCCN2CCCCC2)ccc1O,u,-2%,7%,20%,-7%,5%,2%,-4,-4%,2%
CC1CCN(CC(=O)NC2CCCCC2)CC1,1%,-4%,x,-5%,-3%,0%,0%,9,-3%,-1%
COc1cccc(OCc2cc(C(=O)N3CCN(c4ccccc4OC)CC3)no2)c1,0%,3%,-11%,0%,2%,0%,8%,-21,-4%,8%
CCN(CC)C(=O)[C@H]1CC(CC(=O)NC(C)(C)C)C(=O)N2CCc3c([nH]c4ccc(OC)cc34)[C@]12C (stereo partly drawn),x,14%,2%[46.1 µM],15%,1%,-4%,x,-11,x,x
Cc1cccnc1NC(=O)CN1C(=O)NC(C)(c2ccc3ccccc3c2)C1=O (stereo not drawn),x,-1%,x,9%,-3%,-2%,x,10,x,-9%
Cc1cc(-c2ccccc2)nc(SCc2ccc(C(=O)O)cc2)n1,7%,2%,x,u,-18%,0%,-20%,-25,-6%,11%
Cc1cc(C)nc(NS(=O)(=O)c2ccc(NC(=O)c3cccc(N4C(=O)CCC4=O)c3)cc2)n1,-2%,12%,-3%[46.1 µM],13%,-9%,7%,-4%,8,-12%,-8%
CCOc1ccc(/C=N/NC(=O)C(O)c2ccccc2)c(O)c1 (stereo not drawn),12%,-11%,7%,-20%,-2%,288%[activator],3%,-17,10%,0%
Cc1cc(=O)n2c3ccccc3n(CC(O)CN3CCN(Cc4ccccc4)CC3)c2c1C#N (stereo not drawn),x,0%,-11%,10%,-2%,7%,12%,-5,30%[activator],0%
S=c1[nH]nc(-c2ccccn2)n1/N=C/c1cccc(Cl)c1,-7%,2%,9%,-12%,-5%,-1%,-3%,-9,-3%,-1%
Cc1cc(C)n2nc(C(=O)NCCc3ccccc3)nc2n1,-23%,12%,-3%,12%,-2%,-4%,16%,-19,-14%,1%
C=CCOC(=O)C1=C[C@H](c2coc3ccccc3c2=O)[C@@H](CCCO)[C@H](OCC)O1,-16%,-15%,2%,-7%,-3%,0%,-20%,5,-5%,-1%
Cn1c(C(=O)O)c(CC(=O)NCC2COc3ccccc3O2)c2ccccc21 (stereo not drawn),19%,2%,-1%,-19%,-5%,2%,-7%,16,-1%,0%
Cc1cccc(-n2c(C)cc(/C=N/NC(N)=S)c2C)c1,-7%,8%,-2%[46.1 µM],-21%,-1%,-1%,1%,7,4%,u
CC(=O)Nc1ccc(/C=N/NC(=O)CCN2CCN(c3ccccc3)CC2)cc1,-14%,3%,6%,-17%,-5%,2%,11%,-1,-1%,2%
O=C(Nc1cccnc1Cl)C1=NN(c2ccccc2)C(=O)CC1,9%,-8%,5%,-10%,-4%,0%,1%,7,-2%,-1%
CCc1cc2c(C)cc(=O)oc2cc1Oc1ncccc1[N+](=O)[O-],1%,-2%,x,x,x,x,5%,7,21%,1%
CN(Cc1ccc(F)cc1)C(=O)CCc1nnc(-c2ccccc2)o1,-19%,-2%,-2%,-19%,-4%,1%,12%,-9,-9%,7%
CCc1cc(C(=O)NCC(c2ccc(OC)cc2)N2CCOCC2)sc1C (stereo not drawn),x,8%,-6%,13%,0%,x,x,11,x,4%
COCCNC(=O)C(c1ccc(C)o1)N(CC1CCCO1)C(=O)Cn1nnc2ccccc21 (stereo not drawn),0%,-4%,-6%,11%,-6%,4%,-6%,6,-7%,-1%
